Bioassay records from PubChem.
KKLEB cytotox – CF airway cell cytotoxicity counter-screen. KKLEB CF airway cells viability, ATPlite luminescence, overnight; stronger effect = lower value; cells stimulated with P. aeruginosa culture filtrate. actives 0.36% (n = 360,000). activity change (cytotoxicity), % at 5 µM. AID 602141;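 active means corrected activity change at or below -50% at 5 µM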
TROY NFkB inh – TROY signaling inhibition. Q293 LMP1-TROYcd NF-kB luciferase reporter, 4 h. inhibition, % at 10 µM. actives 0.98% (n = 360,000);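 active means compounds whose plate-normalised and pattern-corrected inhibition of the luciferase reporter signal at the single screening dose is 50% or more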
NCOA3 inh – human NCOA3 inhibition; actives 0.17% (n = 360,000); inhibition, % at 3.6 µM; HEK293 GAL4-SRC3 luciferase reporter, luminescence;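 active means inhibition above a per-campaign cutoff, the mean of all compounds plus 3 SD, cut at about 60% in these data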;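 further: 0% = DMSO-treated cells and 100% = gossypol-treated cells at 36 µM; higher means less SRC3-driven luciferase light from the GAL4 reporter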
Target sequence (Q9Y6Q9 whole entry, looked up, the tested form may be a part): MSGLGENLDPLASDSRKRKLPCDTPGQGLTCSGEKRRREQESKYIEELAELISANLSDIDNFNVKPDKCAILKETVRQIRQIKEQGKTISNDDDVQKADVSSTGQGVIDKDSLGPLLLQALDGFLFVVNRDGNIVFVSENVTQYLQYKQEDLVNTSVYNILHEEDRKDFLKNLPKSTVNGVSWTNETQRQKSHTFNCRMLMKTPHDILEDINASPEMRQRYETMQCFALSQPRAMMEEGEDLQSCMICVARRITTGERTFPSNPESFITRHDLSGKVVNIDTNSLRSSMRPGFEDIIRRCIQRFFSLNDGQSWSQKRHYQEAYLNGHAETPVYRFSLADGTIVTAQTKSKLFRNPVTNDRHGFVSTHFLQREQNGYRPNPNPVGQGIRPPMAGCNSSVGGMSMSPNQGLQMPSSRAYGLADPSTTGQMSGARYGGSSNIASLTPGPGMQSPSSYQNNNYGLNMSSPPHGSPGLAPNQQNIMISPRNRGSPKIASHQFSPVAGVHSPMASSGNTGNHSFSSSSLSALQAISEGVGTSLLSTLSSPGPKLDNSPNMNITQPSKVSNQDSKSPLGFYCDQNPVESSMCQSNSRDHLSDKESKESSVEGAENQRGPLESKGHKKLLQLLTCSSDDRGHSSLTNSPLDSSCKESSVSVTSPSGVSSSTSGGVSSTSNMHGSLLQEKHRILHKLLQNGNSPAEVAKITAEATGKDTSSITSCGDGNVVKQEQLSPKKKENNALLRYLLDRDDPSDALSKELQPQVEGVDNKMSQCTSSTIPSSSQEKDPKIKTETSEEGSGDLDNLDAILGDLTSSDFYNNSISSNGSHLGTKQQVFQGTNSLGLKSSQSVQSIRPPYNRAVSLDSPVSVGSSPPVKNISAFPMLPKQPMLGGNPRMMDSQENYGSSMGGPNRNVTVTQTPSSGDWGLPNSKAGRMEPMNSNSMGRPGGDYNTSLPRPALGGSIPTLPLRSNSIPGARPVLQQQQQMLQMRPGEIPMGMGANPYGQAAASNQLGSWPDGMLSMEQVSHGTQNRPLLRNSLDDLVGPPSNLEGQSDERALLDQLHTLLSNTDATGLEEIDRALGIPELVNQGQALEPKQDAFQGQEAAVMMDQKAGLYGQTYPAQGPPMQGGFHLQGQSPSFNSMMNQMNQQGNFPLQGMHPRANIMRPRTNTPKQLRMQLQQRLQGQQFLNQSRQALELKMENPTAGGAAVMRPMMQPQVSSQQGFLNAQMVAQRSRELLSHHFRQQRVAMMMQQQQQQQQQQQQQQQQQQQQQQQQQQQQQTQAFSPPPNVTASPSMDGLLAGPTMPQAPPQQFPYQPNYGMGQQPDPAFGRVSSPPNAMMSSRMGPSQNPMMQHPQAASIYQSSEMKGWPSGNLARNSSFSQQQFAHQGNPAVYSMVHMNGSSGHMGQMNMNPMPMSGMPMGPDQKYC
TWEAK-Fn14 inh – blocks TWEAK-Fn14 interaction in a reporter cell assay. actives 2% (n = 360,000). AID 1159606. inhibition, % at 10 µM. TWEAK-stimulated Fn14 reporter cells, luciferase luminescence, 8 h; in the data active means inhibition above about 50%
CF NFkB block – inhibitors of cystic fibrosis induced NF-kB; inhibition, % at 5 µM; KKLEB NF-kB-GFP reporter, PAF-induced, GFP fluorescence overnight; actives 0.86% (n = 360,000);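 active means at least 50% inhibition at 5 µM, scaled per plate between neutral and stimulator controls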;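 further: PAF is a Pseudomonas aeruginosa culture filtrate used as stimulus; plate controls were PAF-stimulated DMSO wells for no effect and unstimulated DMSO wells for full effect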
Shn3 3UTR inh – Schnurri-3 reporter inhibition in Clone20 osteoblasts | Clone20 osteoblast Shn3 3'UTR firefly luciferase, 24 h | inhibition, % at 12.5 µM | actives 0.52% (n = 360,000) | AID 588674;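 active means mean inhibition of at least 75% with every replicate also reaching 75%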;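 further: 0% = median of neutral control wells and 100% = pilot-screen positive control compound; some compounds past the cut are filed as inactive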
C8 TRAIL sens – caspase-8 TRAIL sensitization; NB7+C8 cells + TRAIL, ATPlite viability luminescence; inhibition (viability loss, TRAIL sensitization), % at 10 µM; actives 1% (n = 360,000);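 active means compounds causing at least 50% loss of cell viability in the single-dose screen, relative to plate controls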
SRC1 inh – inhibits human SRC1 coactivator; actives 0.12% (n = 360,000); HEK293 GAL4-SRC1 luciferase reporter, luminescence; inhibition, % at 3.6 µM; Q15788;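 active means inhibition above the campaign mean plus 3 SD, with each screening campaign given its own cutoff, cut at about 60% in these data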;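 further: 0% = DMSO treated cells and 100% = gossypol at 36 µM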
EBV LMP1 NFkB – inhibitors of Epstein-Barr LMP1-induced NF-kappaB reporter | AID 504558 | actives 0.69% (n = 350,000) | inhibition, % at 12.5 µM | LMP1-induced NF-kappaB luciferase reporter cells, luminescence; in the data active means inhibition above about 41%;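 further: 0% = neutral control wells and 100% = reference inhibitor control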
COUP-TFII inh – inhibitors of human COUP-TFII (NR2F2). P24468. inhibition, % at 8.6 µM. HEK293T NGFI-A luciferase reporter, luminescence. actives 0.7% (n = 370,000). AID 686940;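 active means inhibition above a per-plate cutoff, mean inhibition of test wells between control levels plus 3 SD, cut at about 38% in these data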;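 further: cells cotransfected with COUP-TFII expression vector driving the NGFI-A reporter; 0% = median of COUP-TF2 test wells and 100% = reporter-only cells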
NR5A2 inv ag – inverse agonists of human LRH-1 (NR5A2); inhibition, % at 3.6 µM; O00482; HEK293T StAR-luciferase reporter, LRH-1 transfected, 24 h; actives 0.13% (n = 360,000);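 active means inhibition above the mean inhibition of all tested compounds plus 3 SD, cut at about 73% in these data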;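 further: 0% = DMSO wells and 100% = reporter-only cells lacking LRH-1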
Starred values were filed as active, the others as inactive; nt = no result given. Not all compounds are listed; the hit share may differ from the screen's.

SMILES | KKLEB cytotox | TROY NFkB inh | NCOA3 inh | TWEAK-Fn14 inh | CF NFkB block | Shn3 3UTR inh | C8 TRAIL sens | SRC1 inh | EBV LMP1 NFkB | COUP-TFII inh | NR5A2 inv ag
COc1ccc2c(c1)c(N=NC(N)=S)c(O)n2CC(=O)c1ccccc1 | -9.9 | 2.0 | -4.6 | -22.2 | 8.7 | 25.4 | 20.3 | -31.4 | 2.6 | 12.4 | -2.3
Cc1nc(C(=O)Nc2cccc(Cl)c2Cl)nn1-c1cc(OC(C)C)c(Cl)cc1Cl | 7.1 | 7.5 | -2.3 | 16.8 | 7.7 | -11.7 | 6.4 | -12.6 | 5.1 | 17.3 | 4.1
Cc1cc2nc(/N=C(\N)NC(=O)C(C)C)nc(C)c2cc1C | -3.0 | -2.4 | 22.1 | -17.2 | -44.3 | 78.4 | 12.6 | 16.8 | 1.3 | 2.6 | 5.0
O=[N+]([O-])c1cc(S(=O)(=O)N2CCOCC2)ccc1OCc1ccccc1C(F)(F)F | -7.6 | -3.0 | -2.1 | -8.2 | 10.0 | 6.3 | -3.7 | 0.6 | -8.5 | -9.9 | 0.0
Cc1cc(NS(=O)(=O)c2ccc(NC(=O)CSc3nc4sc(C)c(C)c4c(=O)[nH]3)cc2)no1 | -14.6 | 5.8 | -1.6 | 5.7 | 26.0 | 1.9 | -4.4 | 4.9 | -12.4 | 3.4 | 13.6
O=C(Nc1nnc(C2CC2)s1)c1cc(-c2ccccc2)nn1-c1ccccc1 | 15.5 | 4.1 | 18.4 | -12.7 | -12.0 | 10.7 | 23.0 | -0.2 | -5.1 | 15.2 | 7.9
CC(=O)C12OC1CC1C3CCC4=CC(=O)CCC4(C)C3CCC12C (stereo unspecified) | -0.2 | 0.1 | 1.6 | 0.6 | 14.8 | 6.3 | -8.6 | -0.7 | -36.7 | -12.5 | 5.5
Cc1ccc(C(=O)CSc2ccc(-c3ccncc3)nn2)cc1 | -7.8 | 9.1 | 10.0 | -7.3 | 4.6 | 0.7 | 11.3 | 19.1 | -3.3 | -0.2 | 2.8
COc1ccccc1Cn1c(SCC(N)=O)nc2c(oc3ccccc32)c1=O | -14.4 | -7.6 | 25.3 | -8.3 | 19.9 | 18.6 | -5.9 | 4.4 | -25.9 | -4.2 | 7.6
CCOC(=O)CN1CC23C=CC(O2)C(C(=O)O)C3C1=O (stereo unspecified) | -9.8 | -3.9 | 6.3 | -21.6 | -11.6 | -17.8 | -17.7 | -11.3 | 3.1 | 9.7 | 18.4
O=C1Nc2ccccc2C(=O)N2[C@H](c3ccccc3)[C@@H]3C(=O)N(Cc4ccccc4)C(=O)[C@@H]3[C@H]12 | -1.2 | -5.0 | 11.2 | 14.3 | -2.4 | -42.4 | -8.2 | -19.6 | -5.2 | 4.6 | -2.4
CCOC(=O)c1c(NC(=O)Nc2ccc(C)cc2)sc2c1CCN(C)C2 | -4.6 | -12.4 | -1.8 | -29.6 | 8.3 | -15.3 | -16.1 | 15.5 | 4.6 | -20.4 | 6.1
O=C(NC(Cc1ccccc1)C(=O)NC(Cc1ccccc1)C(=O)O)c1ccccc1 (stereo unspecified) | -26.3 | -7.4 | 2.7 | 5.7 | -6.3 | -0.1 | -3.6 | 6.2 | 0.9 | -9.1 | 12.2
O=C(N/N=C/c1cccs1)c1cc(C2CC2)nc2ccccc12 | -6.7 | 13.4 | 19.2 | 17.0 | 5.6 | 9.7 | -25.0 | -1.4 | -0.7 | 13.6 | 38.0
COc1cccc(C2=NNC(=NCc3ccccc3)SC2)c1 | -8.7 | -47.2 | -22.3 | 14.8 | 8.6 | -58.9 | 1.4 | -35.9 | -5.8 | -4.3 | -14.6
CCOc1ccc2c(C)c(C)c(=O)oc2c1OCC | -4.1 | 19.3 | -9.4 | -4.6 | -1.9 | -4.7 | 3.2 | -1.7 | 6.5 | -5.7 | -19.0
CC1=C(C(=O)Nc2cc(-c3cccc(F)c3)[nH]n2)C2(CCCCC2)OC1=O | -1.6 | 1.8 | 9.4 | 0.6 | 6.1 | 17.8 | -7.6 | -29.8 | 0.7 | 5.4 | -7.3
Cc1ccc(C)c(N2CCN(C(=O)CCS(=O)(=O)c3cccc4nonc34)CC2)c1 | -14.2 | -12.1 | 21.7 | 0.1 | 15.3 | 16.6 | -15.5 | -1.4 | 6.9 | 7.1 | 0.6
O=C(NCc1c(Cl)cccc1Cl)c1[nH]c(C(F)(F)F)nc1-c1ccccc1 | 8.6 | 8.2 | -4.0 | 11.3 | 9.3 | 7.4 | -2.4 | -3.1 | nt | 7.6 | 23.2
Cc1ccc(C(O)c2ncc(-c3ccc4ccccc4c3)[nH]2)cc1 (stereo unspecified) | 14.4 | -23.2 | -61.9 | 12.3 | -31.5 | -49.9 | -18.6 | -44.1 | nt | -37.8 | -54.0
C/C(=N\O)C(=O)NCc1ccccn1 | 12.6 | 1.3 | 8.6 | 4.5 | -4.6 | 61.2 | -9.6 | -3.5 | -1.5 | -3.3 | 7.9
COC(=O)Cc1cc(=O)n2[nH]c(C)c(-c3ccccc3)c2n1 | -2.6 | 23.9 | 7.8 | 4.7 | -2.7 | 6.9 | -3.4 | -19.1 | 0.6 | 5.6 | -0.6
CCc1ccccc1NC(=O)CN(C)Cc1nc(N)nc(Nc2ccccc2C)n1 | -1.4 | -8.4 | 4.1 | -10.5 | -6.2 | 9.2 | 1.8 | -5.2 | 13.0 | 3.6 | 14.8
CCOC(=O)c1cc(C(C)(C)C)oc1CNC(=O)c1c(C)oc2c1CCCC2 | 5.9 | 11.4 | 4.6 | -10.1 | 6.6 | -7.9 | -4.4 | -0.8 | 7.9 | 9.0 | 3.6
Cn1ncc2c(Nc3cccc4ccccc34)ncnc21 | -2.0 | -15.5 | -2.5 | 8.0 | 16.9 | 6.0 | 0.3 | -5.7 | -0.2 | -12.7 | 12.4
CNC(=O)c1sc(SC)cc1-c1ccc(Cl)cc1 | 4.7 | 13.2 | 26.0 | 20.2 | -0.8 | 4.1 | -0.1 | -120.8 | -4.1 | -20.4 | 21.2
Cc1cc(C(=O)N/N=C/c2cccs2)n[nH]1 | 1.8 | -44.7 | -30.2 | -2.7 | -13.0 | -17.6 | 7.9 | -44.8 | -11.1 | -18.8 | -41.8
CCOc1ccc(S(=O)(=O)NCC2CCCO2)c2cccnc12 (stereo unspecified) | 1.7 | 5.3 | 0.0 | 3.8 | -4.5 | -11.0 | 0.9 | -8.5 | -3.9 | 7.6 | -3.7
COc1ccc(C(=O)N=c2sc3c(C)ccc(OC)c3n2C)cc1 | -36.3 | 41.6 | -98.1 | 8.7 | 42.8 | -60.4 | -13.9 | -70.4 | -66.3 | -58.0 | -46.1
O=C(CCNc1ccc(F)c(Cl)c1)c1ccco1 | -12.0 | -36.7 | -7.8 | -4.8 | 1.1 | -7.7 | 19.1 | -11.2 | -7.8 | 7.1 | 17.3
C[C@H]1CN([C@@H](C)CO)C(=O)c2cccc(NS(=O)(=O)c3ccc(F)cc3)c2O[C@H]1CN(C)S(=O)(=O)c1cn(C)cn1 | 16.0 | -15.6 | 5.6 | -0.3 | -0.7 | -7.2 | 2.9 | 2.6 | -5.0 | 4.2 | 0.9
COc1cc(C(C(=O)NCc2ccccc2)N(Cc2ccco2)C(=O)c2cnccn2)cc(OC)c1OC (stereo unspecified) | -13.6 | 6.2 | 14.2 | 9.7 | 12.7 | -5.4 | -14.2 | 12.3 | -11.2 | 18.1 | -1.9
C#CCn1c2ccccc2c(=O)n1C(C)CBr (stereo unspecified) | nt | 11.3 | nt | 6.9 | nt | nt | -3.6 | nt | nt | -4.5 | 11.5
Cc1cccc(NC(=O)CN2CCN(C(=O)C3CCCO3)CC2)c1C (stereo unspecified) | -3.2 | 13.1 | 9.2 | 1.9 | 15.4 | 2.3 | 0.2 | -10.1 | -7.3 | 11.1 | -18.8
CCOC(=O)C1(C)NC(c2ccccc2F)C2C(=O)N(CC)C(=O)C21 (stereo unspecified) | 0.1 | -1.2 | -1.1 | 3.5 | -11.1 | 2.1 | -8.0 | -62.0 | 2.6 | 13.9 | -4.7
Cc1ccc(S(=O)(=O)N2CCN(C(=O)COC(=O)CSc3ccc(C)c(C)c3)CC2)c(C)c1 | 2.4 | -5.3 | -29.1 | -6.5 | -6.8 | -15.0 | -15.7 | 3.8 | -3.2 | 6.2 | 6.2

Three of the entries above in order of the Shn3 3UTR inh value, high to low:
structure	Shn3 3UTR inh
Cn1ncc2c(Nc3cccc4ccccc34)ncnc21	6.0
Cc1cccc(NC(=O)CN2CCN(C(=O)C3CCCO3)CC2)c1C (stereo unspecified)	2.3
Cc1cc(C(=O)N/N=C/c2cccs2)n[nH]1	-17.6

Next section
SMILES | KKLEB cytotox | TROY NFkB inh | NCOA3 inh | TWEAK-Fn14 inh | CF NFkB block | Shn3 3UTR inh | C8 TRAIL sens | SRC1 inh | EBV LMP1 NFkB | COUP-TFII inh | NR5A2 inv ag
CCCOc1ccc(C(O)(CCN2CCCCC2)c2ccccc2OC)cc1 (stereo unspecified) | -12.8 | -15.4 | 17.0 | 19.1 | 17.1 | 13.7 | 21.4 | -3.1 | -5.7 | -12.8 | -0.1
COC(=O)c1c(C)oc(C)c1S(=O)(=O)NC(c1ccccc1)c1ccccc1 | -8.5 | -4.9 | 20.3 | 6.7 | 15.6 | -3.8 | -4.7 | 12.6 | 1.3 | 18.7 | 2.2
O=C(c1ccc(-c2cc(Cl)ccc2Cl)o1)N1CCOCC1 | 1.3 | -48.6 | -4.3 | -38.9 | 4.1 | -4.1 | 4.4 | -11.9 | -5.1 | -17.8 | -21.5
CC(C(=O)Nc1ccncc1)(c1ccccc1)c1ccccc1 | -5.6 | -6.7 | 21.0 | 5.1 | 8.1 | -23.7 | -2.3 | 3.9 | 6.1 | 10.2 | -21.5
CCCCNc1cnn(-c2ccccc2)c(=O)c1Cl | -4.4 | -39.7 | -42.1 | -4.9 | 12.0 | -12.1 | 2.1 | -72.5 | -17.0 | -16.9 | -17.9
O=C(COc1ccccc1)NCC1CCCO1 (stereo unspecified) | 5.4 | -5.2 | 13.2 | 3.9 | 0.0 | 7.4 | -13.1 | -9.8 | -4.7 | -3.5 | -19.3
CCn1ncc(Cl)c1C(=O)Nc1cc([N+](=O)[O-])ccc1OC | -2.4 | -2.4 | 5.0 | -4.0 | -22.2 | -7.9 | 3.8 | -4.5 | 6.7 | -17.7 | 9.8
CC(Cc1ccccc1)NC(=O)c1ccc([N+](=O)[O-])cc1 (stereo unspecified) | -2.3 | -56.3 | -84.6 | -0.9 | 1.4 | -63.7 | 23.2 | -98.0 | -13.1 | -35.7 | -113.8
COc1cc(CNC(=O)c2ccc3oc(C(C)C)nc3c2)cc(OC)c1 | 2.3 | -23.3 | 19.3 | -0.7 | 8.7 | 16.4 | -8.9 | 4.7 | -0.6 | -10.4 | -16.5
Cc1ccc2c(c1)[C@H]1[C@H](CO2)[C@H](c2ccccc2)[C@]2(C)C(=O)N(Cc3ccc(F)cc3)CC(=O)N12 | 5.1 | 11.4 | 9.8 | 11.9 | 3.1 | -17.1 | 11.9 | 3.5 | 4.2 | -10.0 | -20.2
